Assay outcomes deposited in PubChem BioAssay by National Center for Advancing Translational Sciences (NCATS).
DNA Pol III inh – inhibitors of bacterial DNA polymerase III holoenzyme | reconstituted DNA polymerase III holoenzyme replication, biochemical | Potency, µM (titrated, usually from 57.1 µM), inactives show top-dose activity change, negative = inhibition | hit rate 0.25% among 71,000; note: potency is the fitted concentration of half-maximal effect; % is set by controls: 0 for no effect and ±100 for the full control effect
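Reconstituted *E. coli* holoenzyme (0.35 nM Pol III, 1 nM beta, 154 nM SSB, 2 nM primase) was preincubated with compound for 15 min at RT. Synthesis on 1.4 nM ssM13Gori ran 35 min, then was stopped with PicoGreen/EDTA and read as dsDNA fluorescence.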
Rhodamine fluor – compound autofluorescence in rhodamine spectral region; Rhodamine-region fluorescence, 547/598 nm, Tris buffer; stronger effect = higher value; max dye-equivalent concentration, M; hit rate 0.05% among 59,000; in the data active = max dye-equivalent concentration above about 11 nM; inconclusive = between about 1.1 nM and that limit
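A six-point rhodamine series on each plate calibrates the signal. Compounds sit in 100 mM Tris (pH 8.0) for 15 min at ambient temperature before imaging through 547 nm/598 nm filters.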
HBB splice mod – modulators of hemoglobin beta chain splicing | hit rate 0.06% among 65,000 | HBB splicing reporter cell assay, activation; EGFP reporter with mutant IVS2-654 intron; response scale: normalised to 500 nM splice-correcting PNA | Potency, µM (doses to about 46.1 µM), without a hit: top-dose activation, actives largely listed as activators; note: potency is the fitted concentration of half-maximal effect; 0% is about no effect
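Compounds were applied for 2 days to HeLa EGFP-654 cells, 500/well in Optimem with 2% FCS. The reporter's EGFP is disrupted by mis-splicing of beta-globin intron IVS2-654. Readout: summed well GFP fluorescence from 488 nm laser scanning; reference was 500 nM antisense […] 654 PNA.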
Epigenetic mod – epigenetic GFP locus derepression in mouse cells; mouse C127i GFP locus derepression, cytometry, 30 h; Potency, µM (titrated, usually from 46.1 µM), inactives show at the top dose GFP derepression (activation); hit rate 0.09% among 68,000; note: % of control where 0% means no effect
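Murine C127i mammary cells carrying a silenced, stably integrated CMV-driven GFP reporter were treated with compound for 30 hours at 37 C. After PBS washes, GFP-positive cells were counted by laser-scanning microplate cytometry.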
UbGFP stabilizer – ubiquitin-GFP accumulation via proteasome inhibition. Ubiquitin-GFP reporter cells, proteasome inhibition, GFP fluorescence; response scale: untreated = 0%, 10 µM MG-132 = 100%. 67,000 tested, under 10 active. Potency, µM (titrated, usually from 45.9 µM), for the others: at the highest dose activation (GFP accumulation), most hits filed as activators. AID 526; active = well fitted activation curve with a large enough effect, not every such curve was filed as active; inconclusive = small, poorly fitted or top-dose-only effect, or another doubt; inactive = no such curve, though single readings can be large or run the other way; note: potency is the fitted concentration of half-maximal effect
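Reporter cells (U2OS, ubiquitin-G76V-GFP fusion) are plated overnight, then treated 4 hr at 37 °C with compound titrations from 46 uM down to 2.9 nM. Activity is scaled against untreated cells and 10 uM MG-132.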
HADH2 inh – HADH2 (human) dehydrogenase inhibition. recombinant HADH2, NADH fluorescence, beta-hydroxybutyryl-CoA. AID 886. hit rate 3.4% among 73,000. Q99714. Potency, µM (series often up to 57.1 µM), inactives show at the highest dose activity change, negative = inhibition, usual class: inhibitors; note: potency is the fitted concentration of half-maximal effect; % is set by controls: 0 for no effect and ±100 for the full control effect; nearly all actives have a fitted effect of over 60% in size; many of its hits are not listed in these tables
Target sequence (Q99714 whole entry, looked up, one chain of several): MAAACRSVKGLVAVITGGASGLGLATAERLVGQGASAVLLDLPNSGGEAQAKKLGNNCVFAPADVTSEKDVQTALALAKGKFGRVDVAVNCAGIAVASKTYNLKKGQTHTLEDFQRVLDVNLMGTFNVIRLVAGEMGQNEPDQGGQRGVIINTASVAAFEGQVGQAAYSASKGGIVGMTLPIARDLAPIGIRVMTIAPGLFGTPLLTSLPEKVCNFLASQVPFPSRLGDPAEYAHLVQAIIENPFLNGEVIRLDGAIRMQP
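Read-out: 360 nm excitation, 450 nm emission, kinetic over 4 min. Conditions: His-tagged human HADH2 20 nM, pH 9.0 Tris with Tween-20, 1 mM NAD+, 90 uM beta-hydroxybutyryl-CoA.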
Hsp90 Hop PPI – changes Hsp90-Hop TPR2A binding signal, up or down | AlphaScreen TPR2A-His6 binding biotin-Hsp90 C-terminal peptide | Potency, µM (series often up to 57 µM), for the others: top-dose activity change, negative = inhibition | hit rate 0.44% among 71,000; active = well fitted curve in either direction with a large enough effect; inconclusive = small, poorly fitted or top-dose-only effect, or another doubt; note: potency is the fitted concentration of half-maximal effect; % is set by controls: 0 for no effect and ±100 for the full control effect; many of its hits are not listed in these tables
15-hLO inh – inhibitors of human 15-lipoxygenase (ALOX15) | purified 15hLO-1, xylenol orange hydroperoxide absorbance | AID 887 | Potency, µM (highest dose often 57.1 µM), inactives show at the highest dose activity change, negative = inhibition, usual class: inhibitors | hit rate 1.4% among 74,000 | P16050; note: potency is the fitted concentration of half-maximal effect; % is set by controls: 0 for no effect and ±100 for the full control effect; nearly all actives have a fitted effect of over 55% in size
Target sequence (P16050 whole entry, looked up): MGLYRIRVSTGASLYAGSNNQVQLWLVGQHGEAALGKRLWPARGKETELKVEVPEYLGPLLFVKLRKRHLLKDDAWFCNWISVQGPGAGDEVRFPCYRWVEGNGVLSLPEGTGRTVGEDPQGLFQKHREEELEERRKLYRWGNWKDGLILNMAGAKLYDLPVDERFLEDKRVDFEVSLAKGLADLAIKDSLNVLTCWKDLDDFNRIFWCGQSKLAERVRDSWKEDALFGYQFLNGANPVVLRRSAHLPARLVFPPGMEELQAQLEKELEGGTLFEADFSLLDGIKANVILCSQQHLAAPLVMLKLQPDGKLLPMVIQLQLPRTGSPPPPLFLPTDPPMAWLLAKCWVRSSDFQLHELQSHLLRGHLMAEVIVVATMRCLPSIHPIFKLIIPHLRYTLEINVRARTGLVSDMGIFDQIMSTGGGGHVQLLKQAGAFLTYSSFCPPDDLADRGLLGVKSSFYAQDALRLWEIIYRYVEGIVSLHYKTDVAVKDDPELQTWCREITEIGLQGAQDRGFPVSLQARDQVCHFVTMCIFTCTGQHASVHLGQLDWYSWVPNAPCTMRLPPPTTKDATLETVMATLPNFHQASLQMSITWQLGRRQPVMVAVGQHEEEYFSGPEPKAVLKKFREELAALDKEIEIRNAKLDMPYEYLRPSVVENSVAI
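Hydroperoxide formed from arachidonic acid (50 uM) by purified human 15hLO-1 (40 nM) oxidizes ferrous iron, and the ferric-xylenol orange complex is read at 573 versus 405 nm. Compounds were preincubated 15 min; reaction ran 6 min at room temperature.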
Fluorescein fluor – fluorescein region autofluorescence; max fluorescein-equivalent concentration, M; Compound autofluorescence, 480/540 nm, fluorescein-equivalent; stronger effect = higher value; hit rate 0.91% among 59,000; in the data active = max fluorescein-equivalent concentration above about 10 nM; inconclusive = between about 1.1 nM and that limit
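Autofluorescence profiling; 100 mM Tris, pH 8.0; incubation 15 min at RT; ex/em 480/540 nm; result as fluorescein-equivalent concentration.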
4MU fluor – 4-MU region autofluorescence; max dye-equivalent concentration, M; compound autofluorescence, 340/450 nm, 4-MU equivalents; stronger effect = higher value; hit rate 11% among 59,000; in the data active = max dye-equivalent concentration above about 10 nM; inconclusive = mostly about 1.1 nM to 9.6 nM
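Compounds in 100 mM Tris, pH 8.0, sat 15 min at room temperature before fluorescence was read at 340 nm excitation/450 nm emission; a per-plate six-point 4-MU standard curve converted signals to dye-equivalent concentration at each compound concentration.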
Texas Red fluor – compounds fluorescent in Texas Red spectral region. max dye-equivalent concentration, M. Compound fluorescence, Texas Red channel, 547/618 nm; stronger effect = higher value. hit rate 0.06% among 59,000. AID 587; in the data active = max dye-equivalent concentration above about 10 nM; inconclusive = between about 1.1 nM and that limit
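Texas Red-region profiling: compounds in 100 mM Tris pH 8.0 were read at 547/618 nm after 15 min at room temperature. Intensities were normalized against a six-point Texas Red standard series to give dye-equivalent concentration.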
Active calls of the source: *; i = inactive; ? = inconclusive; / = not tested or not shown; [ ] = another dose, or the depositor's remark. Unless noted, calls come from the whole dose curve; as a rule, active = well fitted curve in the direction sought with a large enough effect; inconclusive = small, poorly fitted or top-dose-only effect, or another doubt; inactive = no such curve, though single readings can be large; an effect the other way counts as inactive or inconclusive.

compound | UbGFP stabilizer | HBB splice mod | Texas Red fluor | Fluorescein fluor | HADH2 inh | Rhodamine fluor | 15-hLO inh | Epigenetic mod | DNA Pol III inh | 4MU fluor | Hsp90 Hop PPI
CCN1C(=O)N(C)C2(c3ccccc3)N(C)C(=O)N(C)C12c1ccccc1 (stereo unspecified) | -2% | 1.2% | ? | i | 6% | i | -2% | -3% | -8% | i | -4%
CC(=O)OCC(OC(C)=O)C(OC(C)=O)C(OC(C)=O)C(=O)Nc1ccc(C)cc1 (stereo unspecified) | -3% | 0.8%[57.5 µM] | i | ? | -10% | i | 6% | 0% | -3% | i | -3%
CCN(CC)C(=O)CSc1nsc(SCC(=O)N(CC)CC)c1C#N | 16% | -8.4% | / | / | -8% | / | 2% | 0% | 5% | / | 0%
CCCC(C)C(=O)Nc1cccc(NC(C)=O)c1 (stereo unspecified) | -10%[9.17 µM] | 0.2%[0.0738 µM] | / | / | 35%[activator][11.4 µM] | / | 5%[11.4 µM] | -2% | -2%[11.4 µM] | / | -3%[11 µM]
COc1cccc2c(=O)n(CC(=O)NC3CCCCC3)ccc12 | -8% | -0.4% | / | / | ? | / | -10% | / | 3% | / | -1%
COc1ccc(N2CCN(C(CNC(=O)c3cccc(Cl)c3)c3cccnc3)CC2)cc1 (stereo unspecified) | -6% | -1.6% | i | i | 2% | i | 8% | -3% | -2% | i | -15%
CN1CCN(C(CNS(=O)(=O)c2ccc(Cl)cc2)c2cccnc2)CC1 (stereo unspecified) | 7% | -0.8% | i | i | 12% | i | 11% | 1% | -8% | i | 2%
C=CCOc1ccc(/C(O)=C2/C(=O)C(=O)N(CCN3CCOCC3)C2c2ccc(C)cc2)cc1 (stereo unspecified) | -2% | 2.9%[1.84 µM] | i | i | -13% | i | 4% | 2% | -1% | i | -3%
COc1ccc(N2C(=O)C3CCCN3C2c2ccccc2)cc1 (stereo unspecified) | -3% | 0.1% | / | / | 0% | / | -2% | -6% | -4% | / | -3%
CCCNc1nc2c(c(=O)n(C)c(=O)n2C)n1Cc1cccc(C)c1 | 2% | -1.2% | i | ? | 17% | i | -11% | 0% | -8% | i | -7%
CCCCCn1c(=S)[nH]c2ncccc2c1=O | -6% | -0.4% | i | i | 17% | i | 2% | -4% | 3% | i | 1%
Nc1nc(Cl)nc2c1ncn2[C@@H]1O[C@H](CO)[C@@H](O)[C@H]1O | / | / | i | i | / | i | 1% | 13%[20.6 µM] | / | i | /
COC(=O)c1ccc(C(NC(=O)OCc2ccccc2)/C(=C/[C@@H](C)C(=O)N[C@@H](CO)Cc2ccccc2)c2cccnc2)cc1 (stereo partly specified) | / | 0.4% | / | / | 2% | / | 25µM* | / | 0% | / | -3%
CCOc1ccc(CCNC(=O)C2CCCN(c3nnc(-n4cccc4)s3)C2)cc1OCC (stereo unspecified) | -8% | -0.4% | i | i | 9% | i | -5% | 0% | 4% | i | 1%
COc1ccc(-n2nnnc2SCC(=O)Nc2ccc3c(c2)OCCO3)cc1OC | 1% | / | i | ? | 9% | i | 1% | 4% | -1% | i | -4%
CN(C)c1ccc(-c2nn3c(-c4ccc(Cl)cc4)nnc3s2)cc1 | / | / | i | ? | / | i | / | 23%[20.6 µM] | / | 2e-08M* | /
C(=N\n1cncn1)/c1ccc(N2CCOCC2)cc1 | 0% | -2.4% | i | ? | ? | i | 4% | -1% | -4% | 1.5e-07M* | -2%
CSc1ccccc1-n1nnnc1SCC(=O)NCc1cccs1 | 12% | -0.1% | i | ? | 3% | i | -10% | 0% | 0% | i | 0%
CCCn1c(=N)n(CC(=O)c2ccco2)c2ccccc21 | -6% | 1.7%[1.84 µM] | i | i | 7% | i | 4% | 0% | -2% | ? | -3%
COc1ccc(S(=O)(=O)NCCSC(C)(C)C)cc1Cl | 0% | -1.8% | ? | i | 1% | i | -7% | 3% | -8% | i | -1%

An excerpt from above, showing only Epigenetic mod, HADH2 inh and 15-hLO inh:
| Structure | Epigenetic mod | HADH2 inh | 15-hLO inh |
| --- | --- | --- | --- |
| CSc1ccccc1-n1nnnc1SCC(=O)NCc1cccs1 | 0% | 3% | -10% |
| COC(=O)c1ccc(C(NC(=O)OCc2ccccc2)/C(=C/[C@@H](C)C(=O)N[C@@H](CO)Cc2ccccc2)c2cccnc2)cc1 (stereo partly specified) | / | 2% | 25µM* |
| COc1ccc(-n2nnnc2SCC(=O)Nc2ccc3c(c2)OCCO3)cc1OC | 4% | 9% | 1% |

The listing continues.
compound | UbGFP stabilizer | HBB splice mod | Texas Red fluor | Fluorescein fluor | HADH2 inh | Rhodamine fluor | 15-hLO inh | Epigenetic mod | DNA Pol III inh | 4MU fluor | Hsp90 Hop PPI
Cc1ccc(S(=O)(=O)N(C)CCCC(=O)Nc2ccccn2)cc1 | 0% | / | i | ? | 5% | i | 8% | -1% | -7% | i | 0%
Cc1cccc(N2CCN(C(=O)Cc3c(C(=O)O)[nH]c4ccc(Cl)cc34)CC2)c1C | 1% | -0.8% | i | i | -8% | i | -20% | 10% | 2% | i | 0%
O=C(CSc1nnc(-c2cccnc2)n1Cc1ccco1)N1CCc2ccccc21 | 0% | -0.1%[57.5 µM] | i | i | -5% | i | 13% | 0% | -7% | i | -3%
CC(C)C[C@H](NC(=O)[C@@H]1O[C@H]1C(=O)O)C(=O)NCCCCN=C(N)N | -5% | 0.9% | i | ? | -9% | i | 4% | 2%[20.6 µM] | -1% | i | -8%
CN(C)C(=O)c1ccc(-c2nc(Nc3ccncc3)c3ccccc3n2)cc1 | -3% | -0.1% | i | ? | -24% | i | -15% | 0%[9.22 µM] | -7% | i | -4%
CN(C)c1ccc(CNC(=O)[C@@]2(C)C=C[C@@H](Cc3ccccc3)N2C)cc1 | / | -0.5% | / | / | 9% | / | ? | / | 6% | / | -14%
O=C(NCC1CCCO1)c1ccc2nc(N3CCCCC3)sc2c1 (stereo unspecified) | 0% | -0.4% | / | / | -7% | / | 6% | -3% | -3% | / | -3%
COc1ccc(CNC(=O)C2CCN(S(=O)(=O)c3cc(OC)ccc3OC)CC2)cc1 | -3% | 0.2% | i | ? | 15% | i | -11% | 5% | -5% | i | -2%
O=C(CC(=O)c1ccccc1)Nc1ccc2c(c1)OCCO2 | -3% | -1.9% | i | i | 4% | i | -11% | 1% | -2% | i | -3%
COc1ccc2cc3cc(C(=O)Nc4ccc5c(c4)OCCO5)oc3nc2c1 | 3% | 1.2% | i | i | 13% | i | ? | -3% | ? | 1.5e-08M* | -3%
Cc1cccnc1NC(=O)Nc1ccc(F)cc1 | 23% | -0.3% | / | / | 6% | / | 10% | 0% | -2% | / | -6%
Cc1ccc(-n2cnnn2)c(S(=O)(=O)N2CCOCC2)c1 | 4% | -0.5% | i | ? | 7% | i | -9% | -5% | -8% | i | 0%
CNc1ccc(OC(F)F)cc1C(=O)c1ccccc1 | 1% | -0.4% | / | / | -14% | / | -5% | -3% | -2% | / | -15%
OC1CCN(Cc2cccc(Oc3ccccc3)c2)CC1 | -5%[9.17 µM] | -0.4%[0.0738 µM] | / | / | 2%[11.4 µM] | / | 8%[11.4 µM] | -2% | -15%[11.4 µM] | / | -7%[11 µM]
Cc1ccc(C(=O)NCC(=O)O)cc1S(=O)(=O)N1CCCCC1 | -7% | / | i | i | 12% | i | 6% | 0% | -4% | i | -4%
COc1cc2c(C(=O)NCCCN3CCN(c4cccc(Cl)c4)CC3)cn(C)c(=O)c2cc1OC | 6% | -0.2% | i | i | -12% | i | -13% | 8% | -4% | i | -2%
COc1ccc(CNC(=O)CN(c2cccc(OC)c2)S(C)(=O)=O)cc1 | 0% | / | i | i | 1% | i | -22% | -1% | -1% | i | -3%
CC(=O)Nc1ccc2nc(SCC(=O)O)sc2c1 | -3% | 2.8% | ? | i | -4% | i | 6% | -2% | 0% | ? | -3%
O=C(O)CC/C=C\CC[C@H]1[C@@H](N2CCCCC2)[C@@H](O)C[C@@H]1OCc1ccc(-c2ccccc2)cc1 | -10% | / | / | / | 10% | / | -4%[25.6 µM] | 2% | -2% | / | -2%
C=CCn1c(CC#N)nnc1N1CCOCC1 | 3% | 0.3% | i | i | 18% | i | 11% | -1% | 2% | i | -11%
CC(=O)N1CCN(c2ccccc2NC(=O)COc2ccc(Cl)cc2Cl)CC1 | 5% | -1.8% | ? | i | 6% | i | -11% | 5% | -6% | i | -9%

A portion of the library, so the mix of outcomes need not match the whole.
